Source: PubChem
ERp5 block: inhibitors of ERp5-driven insulin aggregation, primary screen, biochemical, turbidity, absorbance 650 nm, single point. Protein disulfide-isomerase A6 (Homo sapiens), Q15084. 90 min. inhibition, % at 9.99 µM. 0.05% of 350,000 active. AID 651711, 2012;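 active = mean replicate inhibition above about 25%, with every replicate also reaching it, limit read from the data, passing the limit was not always enough; inconclusive = only one of those two criteria met; inactive = neither criterion met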
S100A4 inh HTS: inhibitors of S100A4-myosin IIA peptide binding, primary screen, biochemical, fluorescence polarization, TAMRA-MyoIIA peptide; Protein S100-A4 (Homo sapiens), P26447; inhibition, % at 10.7 µM; 0.14% of 360,000 active;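 active = mean inhibition of at least 70% across replicates, with every replicate also reaching that level; inconclusive = mean inhibition reaches 70% but some replicates fall short; inactive = mean inhibition below 70%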
Target sequence (P26447 whole entry, looked up): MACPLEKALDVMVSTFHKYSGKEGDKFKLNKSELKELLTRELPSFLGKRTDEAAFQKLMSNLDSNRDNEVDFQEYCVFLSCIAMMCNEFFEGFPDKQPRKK
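Test system: S100A4 monomer protein; Medium: HEPES pH 7.2 with CaCl2, KCl, NaCl, DTT, Triton; Probe or stimulus: TAMRA-labelled myosin IIA heavy-chain peptide probe, 5 nM; Doses: one dose per compound; Times: polarization read 5 min after assay mix addition, stable 5–60 min; Benchmarks: neutral control DMSO, positive control TFP.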
RAD54 branch: inhibitors of human RAD54 branch migration, primary screen, biochemical, fluorescence, single point; 0.14% of 360,000 active; inhibition, % at 10.4 µM; RAD54 Holliday junction branch migration, FAM/BHQ fluorescence; AID 602329, 2012;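 active = mean normalized replicate activity at least 40 and at least half of replicates scoring 40 or more; inconclusive = only one of the two criteria met; inactive = mean below 40 and under half of replicates reaching 40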;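 also: 0% = median of neutral control wells and 100% = median of positive control wells; inhibitors cause a drop in the FAM fluorescence signal; in these data hits start at about 50%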
Target sequence (Q92698 whole entry, looked up): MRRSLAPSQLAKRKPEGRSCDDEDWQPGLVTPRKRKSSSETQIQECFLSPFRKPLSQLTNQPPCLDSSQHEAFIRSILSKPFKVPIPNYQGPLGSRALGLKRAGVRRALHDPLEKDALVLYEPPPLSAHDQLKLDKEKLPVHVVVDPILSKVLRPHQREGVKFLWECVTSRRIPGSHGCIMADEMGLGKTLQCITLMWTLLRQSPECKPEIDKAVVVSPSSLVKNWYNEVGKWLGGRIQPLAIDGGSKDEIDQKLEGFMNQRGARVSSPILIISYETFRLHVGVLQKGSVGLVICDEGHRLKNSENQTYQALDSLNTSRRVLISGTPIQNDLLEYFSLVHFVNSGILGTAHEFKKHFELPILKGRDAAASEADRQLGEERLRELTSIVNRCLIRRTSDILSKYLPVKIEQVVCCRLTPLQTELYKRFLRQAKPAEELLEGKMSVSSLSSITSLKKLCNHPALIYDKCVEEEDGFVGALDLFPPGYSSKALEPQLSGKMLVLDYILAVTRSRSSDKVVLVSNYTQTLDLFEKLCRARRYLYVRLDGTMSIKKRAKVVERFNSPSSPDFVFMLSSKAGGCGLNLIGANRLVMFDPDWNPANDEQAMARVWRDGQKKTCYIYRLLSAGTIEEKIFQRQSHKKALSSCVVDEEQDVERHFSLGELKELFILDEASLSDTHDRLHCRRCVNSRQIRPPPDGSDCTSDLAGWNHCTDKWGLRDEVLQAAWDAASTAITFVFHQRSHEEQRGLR
RAD52 inh: RAD52 DNA annealing inhibitors, primary screen, biochemical, FRET, single point, set 2; DNA repair protein RAD52 homolog (Homo sapiens), P43351; recombinant RAD52 DNA annealing, FRET fluorescence; inhibition, % at 18.7 µM; 0.46% of 360,000 active; AID 651710, 2012;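 active = every replicate showing at least 50% inhibition; inconclusive = mean inhibition at least 50% but not in every replicate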
Xi reactivation: activators of inactive X chromosome reactivation, primary screen, imaging, XiGFP fibroblasts, GFP high-content imaging, set 2; AID 743238, 2013; 0.055% of 360,000 active; XiGFP mouse fibroblasts, % GFP-positive cells imaging, 3 d; cells co-treated with 5-aza-dC sensitizer; scaled so ellipticine positive control = 100%; activation, % at 7.58 µM;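 active = mean normalized replicate activation at least 10% and every replicate at or above 10%; inconclusive = only one of the two criteria met; inactive = mean below 10% and not all replicates reach 10%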;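 also: 0% = median of on-plate neutral control wells and 100% = ellipticine 6 µM median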
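System: 68-5-11 XiGFP fibroblast line | Buffer or medium: DMEM containing 5-aza-dC | Compound: Single point | Times: Compounds 3 days, fix/stain 15 min at room temperature | Benchmarks: Positive control ellipticine, 6 µM final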
esBAF inh: Bmi1 luciferase reporter increase in mESCs, primary screen, esBAF inhibitor project, mouse ES cells, Bmi1 luciferase knock-in, single point. 24 h; 100% = twice the neutral-well signal. reporter increase, % at 12.5 µM. 2% of 350,000 active. AID 602393, 2012; in the data active = activation above about 40%; inconclusive = no clear call, values can overlap the other calls;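 also: 0% = median of the plate's neutral control wells and 100% = double that signal; a rise in the Bmi1 reporter signal indicates esBAF inhibition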
ERAP1 inh: human ERAP1 aminopeptidase inhibitors, primary screen, biochemical, single point, plate reader; Endoplasmic reticulum aminopeptidase 1 (Homo sapiens), Q9NZ08; recombinant ERAP1, Leu-AMC fluorescence, 60 min; inhibition, % at 10.7 µM; 0.15% of 340,000 active; AID 652197, 2013;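 active = mean replicate inhibition of at least 30%, or all replicates individually reaching that 30% level; inactive = mean below 30% and not every replicate reaching it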;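 also: 0% = neutral control wells and 100% = L-leucinethiol positive control wells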
E-selectin induc: E-selectin induction in HUVECs, primary screen, imaging, HUVEC, immunofluorescence imaging, single point. P16581. normalized: neutral wells 0, TNF-alpha wells 100. activation, % at 7.58 µM. 0.37% of 260,000 active;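 active = mean E-selectin-positive cell signal at least 10% of the positive control, reached in at least 60% of replicates, without over 20% cell loss; inconclusive = no rule given, readout overlaps actives, possibly toxicity-flagged; inactive = the rest, including those meeting only one limit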;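 also: in these data hits start at about 27%; measured in HUVEC primary endothelial cells; signal is the percent of cells scored E-selectin positive by PE staining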
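material = human umbilical vein endothelial cells (HUVEC), E-selectin induction | quantity = 3,000 cells/well | medium = EGM-2 growth medium on 0.1% gelatin-coated wells | technique = immunofluorescence imaging | read-out basis = % PE-positive cells | control set = TNF-alpha positive control, DMSO neutral control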
Active calls of the source: *; ? = inconclusive; nt = no result given; & = joins results of further samples.

SMILES	ERp5 block	S100A4 inh HTS	RAD54 branch	RAD52 inh	Xi reactivation	esBAF inh	ERAP1 inh	E-selectin induc
C[C@H](CO)N1C[C@H](C)[C@H](CN(C)Cc2ccc(C(F)(F)F)cc2)Oc2ccc(NC(=O)Cc3ccccc3)cc2C1=O	1.0	-2.0	-0.1	0.9	0.1	-2.6	-1.1	-1.3
C[C@@H]1CN([C@@H](C)CO)C(=O)CCCn2nncc2CO[C@@H]1CN(C)Cc1ccc(C(=O)Nc2ccccc2N)cc1	6.8	5.3	10.5	7.3	0.1	-10.3	-1.7	0.4
CCCNC(=O)[C@H]1[C@H](CO)[C@H]2Cn3c(ccc(-c4ccccc4F)c3=O)[C@@H]1N2C(C)=O	0.5	6.0	13.1	0.8	0.5	-1.8	-2.8	-0.2
CCN1CCN(c2ccc(NC(=O)c3ccc(Cl)c(N4CCCC4=O)c3)cc2)CC1	2.8	-1.4	-10.8	4.8	0.0	-4.4	0.5	0.1
COc1ccc(/C=C(/NC(=O)c2ccc(OC)cc2)C(=O)NCCc2c[nH]c3ccccc23)cc1	-3.5	1.0	nt	-2.5	0.0	nt	-2.2	nt
CS(=O)(=O)N(CC(=O)N1CCCC1)c1cc(C(F)(F)F)ccc1Cl	-7.1	-0.8	-6.1	-8.6	-0.1	-8.3	2.7	4.5
CCOc1ncccc1C(=O)OCC(=O)N(CC(C)C)c1c(N)n(Cc2ccccc2)c(=O)[nH]c1=O	15.9	1.1	nt	-12.2	-0.1	nt	-2.5	-1.8
CC(/C=C/C=C/c1ccccc1)=N/NC(=O)C(O)c1ccccc1 (configuration not stated)	4.1	-2.7	5.8	-9.9	0.1	3.1	nt	nt
O=C(CN(C(=O)c1csnn1)c1cccc(Cl)c1)NC1CCCCC1	0.4	-3.3	7.1	-8.9	0.1	-4.1	-0.8	0.0
O=C(CC1C(=O)NCCN1CC1CCCCC1)NCc1ccc(F)cc1 (configuration not stated)	-7.1	-3.8	1.3	-20.3	0.0	2.2	2.5	nt
COC(=O)c1ccc(NC(=O)CCN2C(=O)C3C4CCC(C4)C3C2=O)cc1 (configuration not stated)	5.7	-15.6	-2.2	-12.0	0.0	-1.0	-0.8	0.0
OC(C#CCN1CCCC1)(c1ccccc1)c1cccnc1 (configuration not stated)	-0.2	1.1	5.7	-6.8	0.0	-2.8	0.8	0.2
COCC#Cc1ccc2c(c1)O[C@H](CN(C)S(=O)(=O)c1ccc(C)cc1)[C@@H](C)CN([C@H](C)CO)S2(=O)=O	7.2	20.3	-0.5	-18.2	-1.3	8.5	-0.1	0.7
COc1cc2ncc(C(=O)c3ccccc3)c(N3CCN(Cc4ccccc4)CC3)c2cc1OC	8.9	-14.8	-1.7	-8.5	0.1	-10.1	-1.1	3.0
CC(C)(C)C1CCC(N2CCN(c3ccccc3)CC2)CC1 (configuration not stated)	1.2	0.0	-17.0	-9.3	0.0	0.0	0.5	nt
COC(=O)C1=C(C)N(Cc2ccc(F)cc2)C(=S)NC1c1cccc(Cl)c1 (configuration not stated)	0.9	3.8	nt	-11.2	0.1	nt	0.7	0.7
CCc1sc(NC(=O)CN2CCOCC2)nc1-c1ccccc1	-4.8	3.0	0.6	-2.4	nt	-8.3	-5.2	nt
COc1ccc(-c2[nH][nH]c(=O)c2NC(=O)c2ccccc2Br)cc1	1.5	-2.6	4.5	-9.0	0.1	-1.8	nt	-1.7
COC(=O)c1sccc1NC(=O)c1ccc(OC)c([N+](=O)[O-])c1	-7.3	1.6	2.9	-1.2	0.2	-8.2	0.2	-0.2
Cc1ccc(S(=O)(=O)Nc2ccc3c(c2)C(=O)N([C@@H](C)CO)C[C@@H](C)[C@@H](CN(C)C(=O)NC(C)C)OCCCC[C@H](C)O3)cc1	5.4&-1.0	0.0&2.1	-8.6&-3.0	19.8&-15.8	0.0&0.0	-4.1&-5.2	-3.4	4.7
C[C@@H](NC(=O)C[C@@H]1C[C@@H]2c3cc(NS(=O)(=O)c4ccc(F)cc4)ccc3O[C@@H]2[C@@H](CO)O1)c1ccccc1	8.4	-2.0	-22.6	-2.8	0.1&0.2	1.2	0.2	-0.1
C[C@H]1CCCCO[C@H](CN(C)C(=O)Nc2ccccc2)[C@@H](C)CN([C@@H](C)CO)C(=O)c2cc(NC(=O)CCC(F)(F)F)ccc2O1	0.1	-4.2	-4.1	30.4	0.0	-7.0	2.3	nt
Nc1nnnn1CC(=O)N/N=C/c1cc([N+](=O)[O-])ccc1Cl	-23.2	-2.2	nt	-10.2	0.0	nt	0.2	-0.8
C[C@@H]1CN([C@H](C)CO)C(=O)c2cc(NS(=O)(=O)c3ccccc3)ccc2O[C@@H]1CN(C)S(=O)(=O)c1ccccc1	-5.3	5.0	1.1	0.0	-0.5	-2.4	-0.1	-5.2
CCCNC(=O)N1[C@H](C#N)[C@H](c2ccc(-c3cccc(OC)c3)cc2)[C@@H]1CO	0.6	2.1	0.7	-22.8	nt	12.9	1.2	nt
COc1ccc(N2c3ccccc3CN(Cc3ccccc3)[C@@H](C)[C@H]2Cc2cccnc2)cc1	-2.8	-0.8	11.5	0.4	-0.1	-6.3	-3.4	-0.1
CC(=O)N[C@@H](C)C(=O)N1CCN(S(=O)(=O)c2ccc(Cl)cc2)CC1	0.6	2.3	nt	-19.1	0.0	nt	-0.3	nt
O=[N+]([O-])c1ccc(COc2ccccc2CO)cc1	-1.7	0.1	nt	12.8	-0.1	nt	-0.1	0.0
O=C(NCC(c1ccco1)N1CCN(c2ccccc2F)CC1)OCc1ccccc1 (configuration not stated)	2.9	-5.8	nt	-10.1	0.0	nt	0.6	0.8
O=C(Nc1n[nH]c(C2CCCCC2)n1)C1CCCCC1	1.5	-4.5	0.0	-11.0	nt	?	3.8	nt
O=C(c1ccccc1)N1CCN(C(=O)c2nn3c(C(F)(F)F)cc(-c4ccco4)nc3c2Cl)CC1	-0.2	4.8	10.7	-11.5	0.1	0.4	-2.8	nt
Cn1c(N)c(C(=O)COC(=O)CCC2CCCCC2)c(=O)n(C)c1=O	-6.1	-9.3	nt	-12.7	-0.8	nt	0.9	nt
CCN(CC)CCCn1c2c(c(SCC(=O)Nc3nc(C)cs3)nc1=O)CCC2	-5.4	12.9	nt	-6.1	0.0	nt	4.3	0.1
O=C(c1ccco1)N1CCC(c2nc3c(nnn3Cc3ccccc3Cl)c(=O)[nH]2)CC1	-0.4	-2.6	-21.4	-19.6	0.0	-4.2	0.4	-0.2
Cc1nc(C(=O)Nc2ccccc2)sc1C(=O)Nc1ccccc1	1.2	-3.0	-15.9	-4.8	0.2	54.1*	0.0	0.5
C[C@H]1CN([C@@H](C)CO)C(=O)c2cc(NS(=O)(=O)c3ccc(Cl)cc3)ccc2O[C@@H]1CN(C)CC1CCCCC1	-2.9&-2.1	-11.3&42.1	2.9&-8.2	3.1&-1.4	-0.4&0.1	-4.1&1.6	2.0&-2.1	-1.0&0.1
Cc1ccc2nc(-c3ccncc3)c(NC3CCCCC3)n2c1	0.7	14.7	nt	-6.5	0.0	nt	2.0	2.4
Cc1ccccc1S(=O)(=O)NCC[C@@H]1CC[C@@H](NC(=O)Nc2cccc(Cl)c2)[C@H](CO)O1	0.1	-3.0	-6.9	8.4	0.0	3.3	-0.4	-0.1
CC1Cc2ccccc2N1CC(=O)c1c(N)n(Cc2ccccc2)c(=O)n(C)c1=O (configuration not stated)	-0.7	0.6	nt	-4.8	-0.2	nt	-4.6	-2.4
O=C1C(=O)N(CCN2CCOCC2)C(c2ccc(Cl)c(Cl)c2)/C1=C(/O)c1ccc2c(c1)OCO2 (configuration not stated)	1.2	-4.7	2.8	-10.0	0.0	2.0	1.6	-0.1
CCN(Cc1ccncc1)C(=O)c1cc(COc2c(C)cccc2C)on1	2.5	-3.1	7.9	-26.2	0.2	32.6	-0.4	nt
O=C(C[C@@H]1CC[C@@H]2[C@H](COC[C@H](O)CN2CC2CCOCC2)O1)NCC1CCCCC1	-1.8	8.7	14.3	-3.9	0.2	8.7	-1.2	-0.1
Cc1cc(NC(=O)NN2CCOCC2)nn1-c1c(Cl)cc(Cl)cc1Cl	5.1	1.1	nt	-2.0	0.2	-0.1	-1.4	nt
CCOc1cc(/C=N/NC(=O)C(=O)Nc2cc(Cl)ccc2C)ccc1O	-7.4	-7.3	nt	-11.6	0.1	nt	-2.5	nt
C=CCNc1cc(N2CCCC2)ccc1[N+](=O)[O-]	2.6	3.6	nt	-17.7	0.3	nt	0.3	nt
CCN(CC)C(=O)C1=C(C)N(Cc2ccc(OC)cc2)C(=O)C(CC(=O)NCc2cccc3ccccc23)C1 (configuration not stated)	-4.6	-3.4	-2.8	-31.3	nt	0.0	-3.6	0.4
C[C@H]1CN([C@@H](C)CO)S(=O)(=O)c2ccc(C3=CCCCC3)cc2O[C@@H]1CN(C)C(=O)CC1CC1	-1.5	0.6	-1.9	2.4	-0.7	3.6	0.5	1.4
Cc1c(NC(=O)Nc2c(Cl)cccc2Cl)c(=O)n(-c2ccccc2)n1C	1.9	-2.8	-18.4	-11.9	-0.1	-0.8	-1.3	0.2
CCOC(=O)C1(CCCc2ccccc2)CCN(S(=O)(=O)N(C)C)CC1	0.4	-2.4	-12.3	-4.9	0.1	4.1	-1.4	0.0
CC(=O)c1cccc(CN2CCCCC2C(=O)Nc2ccc(Oc3ccccc3)nc2)c1 (configuration not stated)	6.0	3.4	-1.1	-20.6	0.0	nt	0.2	-0.2
CC(C)CNC(=O)COC(=O)c1cc(S(=O)(=O)N(C)C)ccc1N1CCCC1	-2.0	1.1	nt	-7.7	0.0	nt	0.7	nt
Cc1cc(CCNC=O)c(C)c2c1oc1ccccc12	0.9	-0.3	nt	-8.8	0.1	nt	5.6	-0.3
O=C(NCc1cc([N+](=O)[O-])ccc1O)c1cccnc1Sc1ccc(Cl)cc1	4.2	-2.3	-6.9	-8.1	0.0	-6.2	-0.5	-0.3
CN(C)CC(=O)N1[C@@H](CO)[C@@H](c2ccccc2)C12CN(C(=O)c1cccc(F)c1)C2	1.6	-6.3	nt	-14.9	0.0	nt	-3.2	0.1
COC(=O)CCSc1nc(N2CCOCC2)c2c(c1C#N)CC(C)(C)OC2	0.7	-7.3	2.6	-9.3	0.2	-6.6	1.7	nt

Compounds were not picked by outcome; about 2.5% have a hit in one of these screens.
